Compound activity as filed in PubChem BioAssay.
mIAP act – activators of mouse IAP, primary screen, biochemical, luminescence, uHTS; muIAP, CDP-Star luminescence, 30 min; active compounds read high; 1 = vehicle-only enzyme signal, 0 = enzyme-free wells; AID 2805, 2010; activation factor at 10 µM; 330,000 tested, 0.24% active; intestinal alkaline phosphatase [Mus musculus];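 active means activation factor of at least 2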; further: the source names both 10 and 20 µM as test concentration; values of inactives mirror those of a sister screen read the other way
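System: mouse IAP enzyme. Reagent: CDP-Star chemiluminescent phosphatase substrate. Benchmarks: DMSO wells, no-enzyme wells. Times: 30 min enzyme-substrate-compound incubation at room temperature. Detection: luminescence from enzymatic CDP-Star hydrolysis. Doses: test compounds delivered from DMSO solution.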
NALP3 yeast inh – NALP3 inflammasome inhibitors in reconstituted yeast, primary screen, luminescence, uHTS; Yeast reconstituted NLRP3/ASC/caspase-1, beta-gal luminescence, 24 h; inhibition, % at 10 µM; 330,000 tested, 0.39% active; AID 2825, 2010;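 active means inhibition of 50% or more; inactive means inhibition below 50%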;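 further: plate controls were induced DMSO wells for no effect and uninduced yeast grown without galactose for full effect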
beta cell repl – inducers of MIN6 beta-cell proliferation, primary screen, ATP luminescence, uHTS | MIN6 cells proliferation, ATPlite luminescence, 48 h; cells starved in 0.2% serum; 100% = growth in 10% serum | proliferation, % at 10 µM | 330,000 tested, 0.29% active;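 active means compounds whose signal lies at least 3.5 SD above the mean of all wells on their plate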;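 further: 0% = DMSO-treated cells in low-serum medium and 100% = 10% serum control; some compounds called inactive have numbers as strong as hits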
tim10-1 inh – growth inhibitors of tim10-1 mutant yeast, primary screen, luminescence, uHTS; inhibition, % at 20 µM; AID 463190, 2010; 330,000 tested, 2.2% active; S. cerevisiae tim10-1 ts strain growth, BacTiter-Glo, 24 h;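 active means inhibition of at least 40%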;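 further: mutant grown at 25 °C; 0% = DMSO wells with yeast and 100% = wells holding no yeast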
APOBEC3A inh – APOBEC3A ssDNA deaminase inhibitors, primary screen, selectivity assay for APOBEC3G inhibitor project, biochemical, FAM/TAMRA oligo cleavage fluorescence | DNA dC->dU-editing enzyme APOBEC-3A (Homo sapiens), P31941 | recombinant A3A, FAM/TAMRA ssDNA deamination fluorescence | inhibition, % at 20 µM | 330,000 tested, 0.41% active;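 active means at least 40% inhibition at 20 µM here, with at most 30% in a related deaminase screen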;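 further: plate controls were A3A with DMSO for no effect and wells lacking A3A enzyme for full effect; some results filed as inactive read as strong as hits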
Target sequence (P31941 whole entry, looked up): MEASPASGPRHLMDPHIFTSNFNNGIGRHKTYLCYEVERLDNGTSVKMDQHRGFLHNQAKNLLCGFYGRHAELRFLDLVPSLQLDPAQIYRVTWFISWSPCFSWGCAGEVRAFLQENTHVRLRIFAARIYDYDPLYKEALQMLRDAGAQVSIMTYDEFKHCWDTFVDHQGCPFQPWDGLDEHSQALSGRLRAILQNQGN
TIM10 inh – growth inhibitors of isogenic TIM10 control yeast, primary screen, counter-screen for tim10-1 yeast inhibitor project, luminescence, uHTS | AID 463195, 2010 | 330,000 tested, 1.4% active | inhibition, % at 10 µM | S. cerevisiae TIM10 strain growth, BacTiter-Glo luminescence, 24 h;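 active means inhibition of 40% or more at the single tested concentration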;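 further: wild-type TIM10 isogenic control strain grown at permissive 25 °C; 0% = DMSO yeast wells and 100% = minimal medium wells without yeast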
hIAP inh – human IAP inhibitors, primary screen, biochemical, luminescence, uHTS; Intestinal-type alkaline phosphatase (Homo sapiens), P09923; purified IAP, CDP-Star luminescence, 30 min; inhibition, % at 10 µM; 330,000 tested, 0.12% active;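 active means inhibition reaching a set limit with compound at 10 µM in the primary screen, cut at about 35% in these data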;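 further: plate controls were DMSO wells with enzyme for no effect and no-enzyme buffer wells for full effect; values of inactives mirror those of a sister screen read the other way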
Target sequence (P09923 whole entry, looked up): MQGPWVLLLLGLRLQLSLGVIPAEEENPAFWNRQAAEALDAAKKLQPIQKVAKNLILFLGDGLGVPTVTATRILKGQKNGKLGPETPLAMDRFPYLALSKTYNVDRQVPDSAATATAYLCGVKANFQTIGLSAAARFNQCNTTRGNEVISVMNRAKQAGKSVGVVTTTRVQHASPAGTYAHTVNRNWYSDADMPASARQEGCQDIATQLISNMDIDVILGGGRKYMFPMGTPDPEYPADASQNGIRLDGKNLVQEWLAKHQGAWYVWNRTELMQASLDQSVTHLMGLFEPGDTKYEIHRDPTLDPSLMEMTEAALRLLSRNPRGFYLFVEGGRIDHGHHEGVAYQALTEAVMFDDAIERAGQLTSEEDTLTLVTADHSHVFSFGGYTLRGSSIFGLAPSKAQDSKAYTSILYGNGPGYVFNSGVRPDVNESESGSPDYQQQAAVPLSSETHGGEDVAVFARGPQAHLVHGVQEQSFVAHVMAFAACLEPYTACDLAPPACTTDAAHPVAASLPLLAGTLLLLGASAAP
A3G deaminase – APOBEC3G DNA deaminase inhibitors, primary screen, biochemical, fluorescence, single-stranded DNA substrate, uHTS; recombinant A3G, ssDNA deamination FAM/TAMRA fluorescence; 330,000 tested, 0.28% active; inhibition, % at 20 µM;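 active means inhibition of at least 40% at 20 µM, with no more than 30% in the related APOBEC3A deaminase screen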;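 further: plate controls were DMSO wells with A3G for no effect and wells lacking A3G enzyme for full effect; some compounds called inactive have numbers as strong as hits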
mIAP inh – inhibitors of mouse IAP, primary screen, biochemical, luminescence, uHTS | 330,000 tested, 0.2% active | inhibition, % at 10 µM | purified mouse IAP, CDP-Star luminescence, 30 min | intestinal alkaline phosphatase [Mus musculus];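 active means inhibition of at least 40% at 10 µM in the primary screen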;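 further: plate controls were DMSO with enzyme for no effect and no enzyme wells for full effect; values of inactives mirror those of a sister screen read the other way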
An asterisk follows results filed as active.

SMILES	mIAP act	NALP3 yeast inh	beta cell repl	tim10-1 inh	APOBEC3A inh	TIM10 inh	hIAP inh	A3G deaminase	mIAP inh
CC(C)(C)NC(=O)Cn1c(=O)n(CC(=O)NC(C)(C)C)c2ccccc21	1	2	-3	35	2	-16	-1	0	-4
C=CCn1c(=S)sc2c(=O)[nH]c(C)nc21	1	8	-2	-8	-1	-10	-10	-2	0
C/C(=N\NC(=O)C1CC1c1ccccc1)c1cccc([N+](=O)[O-])c1 (stereo not drawn)	1	14	-2	8	-2	5	24	-3	-2
CC(c1ccccc1)C(Cc1nc2ccccc2[nH]1)c1nc2ccccc2[nH]1 (stereo not drawn)	1.7	4	-3	8	5	5	-118	-4	-71
CC(C)Nc1c([N+](=O)[O-])c(=O)oc2ccccc12	1	6	2	12	3	3	7	-4	-4
Cc1cccnc1NC(=O)C(c1ccccc1)c1ccccc1	1	-3	-4	-10	-2	14	3	-4	-2
O=C1OC(c2ccccc2)=C/C1=C/N1CCOCC1	1.1	11	-3	18	-6	-9	-6	-3	-11
O=C1C2CCCN2C(=S)N1C1CCCCC1 (stereo not drawn)	1	0	-1	14	-4	-9	4	-6	0
CCOc1ccccc1NC(=O)COC(=O)CNS(=O)(=O)c1ccc(C)cc1	0.96	-6	0	4	-1	-6	4	-11	4
NC1=NC(=O)/C(=C/c2ccccc2OCC(=O)Nc2ccc(F)cc2)S1	0.94	13	-2	-8	1	-28	-25	18	6
COc1ccc2c(c1OC)C(=O)N(c1ccc(O)cc1)C2=O	1.1	-2	0	8	-2	11	-11	-8	-9
COc1ccccc1NC(=O)c1ccc(NC(=O)CSc2ncccn2)cc1	0.99	-14	1	8	4	-9	6	-12	1
CCc1ccccc1NC(=O)C1CCCN1S(=O)(=O)c1ccc(-c2ccc(=O)[nH]n2)s1 (stereo not drawn)	1	4	-6	-9	-4	13	-17	-4	-2
COc1ccc(CN2CCN(C(=O)c3ccco3)CC2)c(OC)c1OC	0.96	-6	-2	-3	-2	9	-2	-3	4
O=Cc1ccc(OCc2cccc(C(F)(F)F)c2)cc1O	0.95	-1	-5	45*	2	14	-2	-4	5
Cc1ccc(SCCNC(=O)c2ccc(CN3CCOCC3)cc2)cc1	0.99	18	-2	17	-2	-17	-4	-3	1
CN1CCN(CC(=O)N2c3ccccc3C(C)(c3ccc(Cl)cc3)CC2(C)C)CC1 (stereo not drawn)	1	16	-3	36	0	13	1	6	-2
CN(C)CC(C)(C)CNC(=S)Nc1cc(S(=O)(=O)N2CCOCC2)ccc1Cl	1.1	14	2	23	3	-5	-19	-2	-10
COc1ccc(/C=C(\C#N)C(=O)NCC(c2ccc(F)cc2)N2CCOCC2)cc1 (stereo not drawn)	0.96	10	-3	23	2	34	11	-3	4
CC(=O)n1c(=O)c2ccccc2c(=O)n1-c1ccccc1	0.93	-11	-1	-23	-5	-17	16	-7	7
CCOC(=O)c1c(S(=O)(=O)N2CCCC(C)C2)c(C)n(C)c1C (stereo not drawn)	0.99	9	-3	6	-3	4	-16	-1	1
CCOc1ccc(C(=O)NC(=S)NCc2cccnc2)cc1[N+](=O)[O-]	0.96	10	-1	4	0	0	5	-4	4
Cc1ccnc(NC(=O)c2ccc3c(c2)S(=O)(=O)c2ccccc2C3=O)c1	0.99	9	1	-1	5	14	-24	0	1
CC(NC(=O)CC1Nc2ccccc2NC1=O)c1ccccc1 (stereo not drawn)	0.92	-7	-2	-3	-6	8	3	-8	8
Cn1cc(/C=N\O)nc2c(=O)n(-c3ccccc3)c(=O)nc1-2	1	25	-3	11	-8	7	-15	-1	0

Next section:
SMILES	mIAP act	NALP3 yeast inh	beta cell repl	tim10-1 inh	APOBEC3A inh	TIM10 inh	hIAP inh	A3G deaminase	mIAP inh
Cc1ccc(-c2cc(C(=O)N3CCCc4ccccc43)c3ccccc3n2)cc1	0.88	3	-5	25	-2	29	14	-3	12
COCCOc1cc(-n2ccnc2SC)c(Cl)cc1Cl	0.93	4	-1	32	4	-16	18	-1	8
COc1cc(/C=C/C(=O)OC(C)C(=O)c2ccccc2)cc(OC)c1OC (stereo not drawn)	0.98	14	-5	13	38	-3	3	13	2
O=C(N/C(=C/c1cn(-c2ccccc2)nc1-c1ccccc1)C(=O)N1CCOCC1)c1ccccc1	0.88	8	2	7	5	11	5	-2	12
CCC(C)(C)C(=O)Nc1cccc(Cl)c1C	0.95	6	-4	1	3	-5	1	0	5
O=C(CNC(=O)c1ccco1)OCc1ccc(Cl)cc1	1.1	6	-4	4	0	-13	10	-3	-6
CCOC(=O)Cn1nc(C)c(NC(=O)COc2ccc(F)cc2F)c1C	1.1	-5	0	9	1	-5	-26	-6	-6
O=c1[nH]c(=O)n(Cc2ccco2)c2c1C(C(F)(F)F)(C(F)(F)F)N=C(CCC1CCCCC1)N2	0.95	23	-6	4	0	-17	18	-4	5
CCN(c1ccc(NC(=O)CCNC(=O)c2ccco2)cc1)C(C)C	1	1	1	12	-8	-3	-8	-4	-1
Cc1cc(C(=O)COC(=O)c2ccccc2NCCO)c(C)n1CC1CCCO1 (stereo not drawn)	1.1	15	-4	28	1	3	9	2	-13
Cc1ccccc1Nc1nc(N)nc(COC(=O)CCNS(=O)(=O)c2ccccc2)n1	1.1	18	-4	13	3	10	-10	22	-9
Cc1nc2sc(C(c3cccs3)N3CCC(C(N)=O)CC3)c(O)n2n1 (stereo not drawn)	0.96	10	-1	-14	2	6	-8	2	4
CCc1cc2c(=O)c(-c3nc4ccccc4[nH]3)coc2c(CN2CCCCC2C)c1O (stereo not drawn)	0.85	8	-3	-27	4	-16	-9	-3	15
COc1ccc(-n2c(SCC(=O)N3CCCC3)nc3ccccc3c2=O)cc1	0.96	8	-2	-4	-3	-5	-3	-4	4
CCN(C(=O)CSc1nc2n[nH]c(C)c2c(=N)n1-c1ccc(Cl)c(C)c1)c1cccc(C)c1	1.1	11	-8	22	-4	12	-84	-6	-8
COc1ccccc1CNS(=O)(=O)c1ccc(C)cc1	0.96	-3	-1	29	5	19	9	-2	4
CCN1C(=O)CC(Sc2ccccc2N)C1=O (stereo not drawn)	1	12	-3	4	-1	6	17	-8	-3
Cc1ccc(Cn2c(=N)c(S(=O)(=O)c3ccc(C)cc3)cc3c(=O)n4ccccc4nc32)cc1	0.93	16	6	17	2	-5	-7	-1	7
CCc1c(C)sc(NC(=O)OC)c1C(N)=O	0.84	10	2	-1	-2	-12	7	1	16
COc1ccc2c(c1)C(=O)CC(c1ccc(OC)c(OC)c1)O2 (stereo not drawn)	0.92	12	0	20	-8	14	6	-7	8
O=C(CC1C(=O)NCCN1CCCc1ccccc1)NCCc1ccccc1F (stereo not drawn)	1.1	14	1	3	3	20	-2	7	-9
CC(C)(C)Cc1nnc(NS(C)(=O)=O)s1	1	-17	-1	7	-1	-16	3	1	-3
COc1ccc(C(=O)NC(=S)NCc2ccc(-c3nc4ccccc4o3)cc2)cc1OC	0.93	2	-4	23	1	1	17	-1	7

Grouped by structure: the compounds so far containing fluorine
SMILES	mIAP act	NALP3 yeast inh	beta cell repl	tim10-1 inh	APOBEC3A inh	TIM10 inh	hIAP inh	A3G deaminase	mIAP inh
NC1=NC(=O)/C(=C/c2ccccc2OCC(=O)Nc2ccc(F)cc2)S1	0.94	13	-2	-8	1	-28	-25	18	6
O=Cc1ccc(OCc2cccc(C(F)(F)F)c2)cc1O	0.95	-1	-5	45*	2	14	-2	-4	5
COc1ccc(/C=C(\C#N)C(=O)NCC(c2ccc(F)cc2)N2CCOCC2)cc1 (stereo not drawn)	0.96	10	-3	23	2	34	11	-3	4
CCOC(=O)Cn1nc(C)c(NC(=O)COc2ccc(F)cc2F)c1C	1.1	-5	0	9	1	-5	-26	-6	-6
O=c1[nH]c(=O)n(Cc2ccco2)c2c1C(C(F)(F)F)(C(F)(F)F)N=C(CCC1CCCCC1)N2	0.95	23	-6	4	0	-17	18	-4	5
O=C(CC1C(=O)NCCN1CCCc1ccccc1)NCCc1ccccc1F (stereo not drawn)	1.1	14	1	3	3	20	-2	7	-9

Looked up by compound from the entries so far, 2 records:
SMILES	mIAP act	NALP3 yeast inh	beta cell repl	tim10-1 inh	APOBEC3A inh	TIM10 inh	hIAP inh	A3G deaminase	mIAP inh
CC(C)(C)Cc1nnc(NS(C)(=O)=O)s1	1	-17	-1	7	-1	-16	3	1	-3
O=C(N/C(=C/c1cn(-c2ccccc2)nc1-c1ccccc1)C(=O)N1CCOCC1)c1ccccc1	0.88	8	2	7	5	11	5	-2	12
